High-throughput results from PubChem.
Tau FP inhib = qHTS for Inhibitors of Tau Fibril Formation, Fluorescence Polarization | Microtubule-associated protein tau (Homo sapiens), P10636 | K18 P301L tau heparin fibrillization, Alexa594 FP, 6 h | Potency, µM (series often up to 57.7 µM), for the others: at the highest dose activity, negative = inhibition, most hits filed as inhibitors | 280,000 tested, 0.39% active | AID 1468, 2008; also: % is scaled to controls: 0 for no effect and ±100 for the full control effect; nearly all actives have a fitted effect of over 55% in size
Target sequence (P10636 561-689 P618L limits assumed): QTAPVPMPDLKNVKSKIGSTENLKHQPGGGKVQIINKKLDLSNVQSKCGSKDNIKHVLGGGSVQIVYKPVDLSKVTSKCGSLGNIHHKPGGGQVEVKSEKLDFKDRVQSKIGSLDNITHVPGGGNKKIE
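Heparin (20 uM) drove fibril formation of recombinant tau K18 P301L, 15 uM unlabeled with 0.24 uM Alexa 594 label, for 6 hr at 37 C in 100 mM sodium acetate pH 7. Fluorescence polarization (555/632 nm) read 1 hr after 30 uM ThT.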
GLA spleen mod = qHTS Assay for Inhibitors and Activators of Human alpha-Galactosidase From Spleen Homogenate. Alpha-galactosidase A (Homo sapiens), P06280. human spleen homogenate, 4MU-alpha-Gal fluorescence, 40 min. Potency, µM (titrated, usually from 80 µM), for inactives: at the highest dose activity change, negative = inhibition, hits mostly inhibitors. 240,000 tested, 0.008% active. AID 2107, 2009;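 also: 0% = enzyme with vehicle and -100% = no enzyme basal signal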
Target sequence (P06280 32-429 limits assumed): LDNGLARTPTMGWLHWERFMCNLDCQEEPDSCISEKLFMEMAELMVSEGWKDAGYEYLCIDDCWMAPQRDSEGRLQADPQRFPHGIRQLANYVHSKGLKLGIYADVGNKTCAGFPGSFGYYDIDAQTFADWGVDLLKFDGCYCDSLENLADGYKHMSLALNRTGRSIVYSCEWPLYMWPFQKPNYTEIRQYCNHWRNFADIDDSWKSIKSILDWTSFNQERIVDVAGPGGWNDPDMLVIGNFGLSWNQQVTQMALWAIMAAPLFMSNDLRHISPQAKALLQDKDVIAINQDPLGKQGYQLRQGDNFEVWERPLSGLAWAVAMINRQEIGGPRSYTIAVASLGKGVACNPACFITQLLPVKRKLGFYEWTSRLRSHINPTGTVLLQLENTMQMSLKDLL
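Human spleen homogenate (1 ug) as enzyme source, 4-methylumbelliferyl-alpha-D-galactopyranoside 1 mM final, citrate/phosphate pH 5.0 with 0.01% Tween-20. Compounds 40 min at 37C, NaOH/glycine stop; fluorescence Ex 365/Em 440, Hill-fit AC50.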
Tau fluor counter = Counterscreen qHTS for Inhibitors of Tau Fibril Formation, Fluorescence Polarization; Potency, µM (top dose mostly 57.7 µM), for the others: top-dose activity change, negative = decrease; tau K18 P301L Alexa594 fluorescence, heparin fibrillization; 280,000 tested, 0.93% active; also: % is scaled to controls: 0 for no effect and ±100 for the full control effect; nearly all actives have a fitted effect of over 55% in size
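Human K18 P301L tau (15 uM unlabeled plus 0.24 uM Alexa 594-labeled, final) in 100 mM sodium acetate pH 7 was mixed with compound and 20 uM heparin and incubated 6 hr at 37 C.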
HTT cytoprotect = qHTS Multiplex Assay to Identify Dual Action Probes in a Cell Model of Huntington: Cytoprotection (ATP); PC12 HTT-Q103 induced, cytoprotection, ATP luminescence, 40 h; Potency, µM (highest dose often 56.4 µM), inactives show cytoprotection (ATP increase), actives largely listed as activators; 230,000 tested, 0.14% active; AID 1471, 2008;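 also: % of control where 0% means no effect; nearly all actives have a fitted effect of over 45% in size; toxic huntingtin expression switched on by the ecdysone agonist tebufenozide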
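Readout: ATPlite luminescence (ATP level). Model: stable PC12, inducible Htt exon1 Q103-GFP. Inducer: tebufenozide, 100 nM final. Compounds: dose series. No G418 in medium.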
Tau fibril ThT = qHTS for Inhibitors of Tau Fibril Formation, Thioflavin T Binding; 270,000 tested, 2.1% active; recombinant tau K18 P301L (four-repeat tau fragment), heparin-induced fibrillization, ThT fluorescence; AID 1460, 2008; Potency, µM (top dose mostly 57.4 µM), for inactives: at the top dose activity, negative = inhibition, most hits filed as inhibitors; also: % is scaled to controls: 0 for no effect and ±100 for the full control effect; nearly all actives have a fitted effect of over 55% in size
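Tau K18 P301L fragment (15 uM unlabeled plus 0.24 uM Alexa 594-labeled) in 100 mM sodium acetate pH 7 with compound, fibrillization induced by 20 uM heparin for 6 hr at 37 C. Thioflavin T (30 uM) added, fluorescence read after 1 hr (ex 450, em 510 nm).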
GAA inhib = qHTS Assay for Inhibitors of Human alpha-Glucosidase as a Potential Chaperone Treatment of Pompe Disease; Lysosomal alpha-glucosidase (Homo sapiens), P10253; purified human GAA, 4-MU-alpha-glucoside fluorescence; Potency, µM (series often up to 76.9 µM), inactives show top-dose activity change, negative = inhibition, usual class: inhibitors; 200,000 tested, 0.005% active; AID 1466, 2008;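 also: plate controls were uninhibited enzyme wells for no effect and no-enzyme background for full effect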
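Enzyme (4 nM final) mixed with compound (up to 77 uM), then 4-MU-alpha-D-pyranoside (400 uM final) added; 20 min at room temperature, pH 5.0. Reaction stopped at pH 10, fluorescence read, AC50 derived by Hill fit.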
GAA glycogen mod = qHTS Assay for Inhibitors and Activators of Human alpha-Glucosidase Cleavage of Glycogen; Lysosomal alpha-glucosidase (Homo sapiens), P10253; recombinant GAA, glycogen substrate, Amplex Red glucose oxidase fluorescence; Potency, µM (titrated, usually from 76.4 µM), for the others: at the top dose activity change, negative = inhibition, hits mostly inhibitors; 300,000 tested, 0.38% active;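 also: 0% = full enzyme reaction and -100% = no-enzyme basal signal; the screen sought inhibitors and activators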
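Recombinant human enzyme (4 nM); glycogen substrate; 37 C, 40 min, pH 5.0. Readout: coupled glucose oxidase/Amplex Red fluorescence.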
GAA spleen mod = qHTS Assay for Inhibitors and Activators of Human alpha-Glucosidase From Spleen Homogenate; Lysosomal alpha-glucosidase (Homo sapiens), P10253; human spleen homogenate, 4-MU-alpha-glucoside fluorescence; Potency, µM (doses to about 79.9 µM), for inactives: at the top dose activity change, negative = inhibition, actives largely listed as inhibitors; 240,000 tested, 0.006% active;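 also: 0% = enzyme with vehicle and -100% = no enzyme basal signal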
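AC50 values come from Hill-equation fits of concentration-response data, normalized to no-enzyme and full-activity controls. Enzyme source: 1 ug human spleen homogenate; 1 mM fluorogenic 4-MU glucoside, pH 5.0 citrate buffer, 37 C, 40 min.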
Numbers without * were called inactive; ? = inconclusive; / = no result given; [ ] = remark or other dose. Calls follow the shape of the dose curve; as a rule, active = well fitted curve in the direction sought with a large enough effect; inconclusive = small, poorly fitted or top-dose-only effect, or another doubt; inactive = no such curve, though single readings can be large; an effect the other way counts as inactive or inconclusive. Potency is read from the fitted curve at half-maximal effect.

SMILES	Tau FP inhib	GLA spleen mod	Tau fluor counter	HTT cytoprotect	Tau fibril ThT	GAA inhib	GAA glycogen mod	GAA spleen mod
Cc1ccccc1N(CC(=O)NC1CCCC1)C(=O)C1(C)CC(=O)N=C2C=CC=CN21 (configuration not stated)	10%	28%	4%	4%[10 µM]	-3%	?	2%	4%
Cc1ccc(N2C(=O)C(NC(=O)c3ccccc3)(C(F)(F)F)C3=C2CC(C)(C)CC3=O)cc1 (configuration not stated)	-6%	-10%	-7%	/	-9%	-5%	12%	-20%
Cc1ccc(CNC(=O)CCN2C(=O)COc3ccc(C)cc32)cc1	1%	/	-15%	/	-12%	/	11%[76.3 µM]	/
N#CC(c1ccccn1)(c1ncc(C(F)(F)F)cc1Cl)N1CCOCC1 (configuration not stated)	-6%	27%	-2%	13%	-1%	2%	-3%	-6%
O=C(N/N=C/c1ccc2ncccc2c1)c1cc(-c2cccs2)nc2ccccc12	?	-2%	?	-1%[10 µM]	1%	/	4%	0%
CN(C)S(=O)(=O)c1ccc(NC(=O)/C=C/c2ccccc2Cl)cc1	?	-10%	?	2%[10 µM]	6%	-6%	12%	-9%
CC(C)c1ccc(N2C(=O)CC(NNC(=O)c3ccccc3Cl)C2=O)cc1 (configuration not stated)	9%	-2%	-1%	-19%[10 µM]	/	/	5%	1%
CC(C)CNC(=O)c1c2c(nc3ccccc13)-c1ccccc1CC2	-9%	-3%	-5%	-22%	-1%	4%	-1%	-6%
CCCc1cc(C(=O)N2CCCC(C(=O)c3cccc4ccccc34)C2)n(C)n1 (configuration not stated)	8%	5%	-6%	14%[10 µM]	-12%	-1%	10%	2%
CN(CC(=O)Nc1ccc(N2CCOCC2)cc1)CC(=O)Nc1cccc(C#N)c1	8%	-3%	-17%	20%[10 µM]	-15%	8%	3%	-1%
C[C@@H](C(=O)Nc1ccc2ccccc2c1)[C@@H]1C[C@@]1(C)[C@@H](N)c1ccccc1	-11%	7%	-21%	-21%	-10%	/	/	-4%
COc1ccc(-n2c(=S)[nH]c3cc(C(=O)NCc4ccco4)ccc3c2=O)c(OC)c1	5%	3%	1%	-13%	0%	-7%	-6%	2%
CCN1C(=O)[C@H]2[C@H]3[C@H](O)[C@H](O)C/C(=N/OCC[C@H]4C=C[C@H](OC(C)=O)[C@@H](COC(C)=O)O4)[C@@H]3CC[C@@H]2C1=O	-10%[11.6 µM]	4%[17.5 µM]	-7%[11.6 µM]	1%[10 µM]	-3%[11.5 µM]	/	/	4%[17.4 µM]
Cc1cnn(C(=S)NCCc2ccccc2)c1	-10%	9%	-2%	-15%[0.074 µM]	-9%	?	3%	-3%
c1ccc(-c2nnc(SCc3nc4ccccc4[nH]3)n2Cc2ccco2)cc1	7%	2%	-7%	4%	-8%	1%	-16%	5%
O=C(CCCNC(=O)/C(=C\c1ccc(F)cc1)NC(=O)c1ccccc1)OCc1ccccc1	2%	-14%	-12%	36%	-8%	-7%	-3%	-18%
COc1ccc(NC(=O)C2CCN(C(=O)NC3CCCCC3)CC2)c(OC)c1	11%	3%	-1%	-7%	-4%	2%	-6%	5%
CCS(=O)(=O)c1nc(S(=O)(=O)c2ccc(C)cc2)c(NCC(C)C)s1	1%	/	-22%	/	-7%	/	-9%[76.3 µM]	/
COc1ccc(C(C(=O)NC2CCCC2)N(C(=O)c2ccco2)c2ccc(OC)c(OC)c2)cc1 (configuration not stated)	10%	-12%	5%	12%[10 µM]	2%	4%	0%	2%
O=C(COC(=O)Cc1ccc(Cl)cc1)Nc1ccccc1F	0%	0%	-11%	-15%	-11%	-14%	-3%	-5%
Cc1cc(S(=O)(=O)N2CCCCCC2)c(Cl)cc1Cl	1%	-12%	-12%	-16%	-13%	-2%	0%	-6%
Cc1ccc(CNC(=O)CN2C(=O)CSc3ccc(S(=O)(=O)N4CCCC4)cc32)cc1	-4%	/	-25%	/	-11%	/	-7%[76.3 µM]	/
COc1ccc2[nH]cc(CCNc3cc(-c4ccoc4)ncn3)c2c1	-7%	-1%	?	3%	?	/	/	11%
O=C(CN1C(=O)CCSc2ccc(S(=O)(=O)N3CCCC3)cc21)Nc1ccccc1Cl	-1%	/	3%	/	7%	/	-1%[76.3 µM]	/
COc1ccc(O)c(C(=O)c2coc(=N)c(C(=O)Nc3ccc(SC(F)F)cc3)c2)c1	2%	7%	?	-146%[inhibitor]	?	-2%	-24%	-2%

Single records, from the list above. Order of screens: Tau FP inhib	GLA spleen mod	Tau fluor counter	HTT cytoprotect	Tau fibril ThT	GAA inhib	GAA glycogen mod	GAA spleen mod
CCCc1cc(C(=O)N2CCCC(C(=O)c3cccc4ccccc34)C2)n(C)n1 (configuration not stated) in the list: 8%	5%	-6%	14%[10 µM]	-12%	-1%	10%	2%
Cc1ccc(N2C(=O)C(NC(=O)c3ccccc3)(C(F)(F)F)C3=C2CC(C)(C)CC3=O)cc1 (configuration not stated) in the list: -6%	-10%	-7%	/	-9%	-5%	12%	-20%
CC(C)CNC(=O)c1c2c(nc3ccccc13)-c1ccccc1CC2 in the list: -9%	-3%	-5%	-22%	-1%	4%	-1%	-6%
N#CC(c1ccccn1)(c1ncc(C(F)(F)F)cc1Cl)N1CCOCC1 (configuration not stated) in the list: -6%	27%	-2%	13%	-1%	2%	-3%	-6%
Cc1ccccc1N(CC(=O)NC1CCCC1)C(=O)C1(C)CC(=O)N=C2C=CC=CN21 (configuration not stated) in the list: 10%	28%	4%	4%[10 µM]	-3%	?	2%	4%

Continued.
SMILES	Tau FP inhib	GLA spleen mod	Tau fluor counter	HTT cytoprotect	Tau fibril ThT	GAA inhib	GAA glycogen mod	GAA spleen mod
CC[C@@H]1OC(=O)[C@@H](C)[C@H](O[C@H]2C[C@@](C)(OC)[C@@H](O)[C@H](C)O2)C(C)[C@H](O[C@H]2O[C@@H](C)C[C@@H](N(C)C)[C@@H]2O)[C@@](C)(O)C[C@H](C)C(=O)[C@@H](C)[C@H](O)[C@@]1(C)O (some centres not stated)	-1%	13%	-10%	27%[1.9 µM]	-12%	/	/	-2%
CCc1ccc(S(=O)(=O)c2nnn3c2nc(N2CCCC(C)C2)c2cc(Cl)ccc23)cc1 (configuration not stated)	-15%	/	-15%	/	-13%	/	-11%[76.3 µM]	/
O=C(Nc1c(F)c(F)c(F)c(F)c1F)NC1CCCCC1	0%	3%	1%	-10%	-1%	-7%	-1%	-14%
O=C(NCc1cccnc1)Nc1cccc(NC(=O)NCc2cccnc2)c1F	-8%	4%	-22%	-1%[10 µM]	/	/	5%	-9%
O=C(CCNC(=O)Cn1ccc2ccccc2c1=O)NCCc1ccccc1Cl	-2%	13%	6%	-5%[10 µM]	12%	0%	-5%	-9%
CC(C)CNC(=O)c1cccc(NC(=O)Cc2ccc(Cl)cc2)c1	-5%	2%	2%	27%[10 µM]	5%	0%	-2%	-1%
O=C(CN1C(=O)NC2(CCCCC2)C1=O)NCCC1=CCCCC1	2%	0%	5%	6%	-4%	-3%	5%	-1%
Cc1ccc(S(=O)(=O)NC(=O)Nc2nnc(C)s2)cc1	2%	4%	-7%	11%[10 µM]	-14%	0%	1%	1%
COc1cc(NC(=O)c2cccs2)c(OC)cc1NC(=O)c1ccco1	-3%	-3%	-8%	-2%[10 µM]	-4%	2%	4%	0%
O=C(Nc1nnc(-c2ccccc2Cl)o1)c1cc2cc([N+](=O)[O-])ccc2s1	0%	-2%	3%	/	?	-18%	-9%	-1%
CCOC(=O)c1ccccc1NC(=O)CC(C)CC(=O)O (configuration not stated)	-2%	3%	-2%	-6%[10 µM]	-9%	-3%	4%	1%
CN1CCc2ccccc2C1Cc1ccccc1NC(=O)c1sc2ccccc2c1Cl (configuration not stated)	-14%	6%	-27%	-8%[10 µM]	-11%	-5%	-2%	2%
COc1ccccc1C(=O)C1CCCN(C(=O)c2cc(C(C)C)no2)C1 (configuration not stated)	-5%	1%	-5%	20%[10 µM]	-3%	13%	17%	2%
O=C(NC(=S)Nc1cccc(Cl)c1N1CCCCC1)c1ccco1	?	-10%	?	-17%	2%	-6%	-1%	3%
Clc1ccc(/C=N/NC2=Nc3cccc4cccc2c34)cc1	12%	1%	-23%	6%[10 µM]	2.8µM*	-8%	-6%	-2%
COc1cc(OC)c(N(C)S(=O)(=O)c2cccc(C(=O)OCC(=O)c3c[nH]c4ccccc34)c2)cc1Cl	13µM*	-2%	?	13%[10 µM]	10%	-5%	-9%	-2%
Cc1cc(C)cc(OCC(=O)NNC(=O)CN2C(=O)c3ccccc3C2=O)c1	-10%	-2%	-10%	-2%[10 µM]	-10%	6%	2%	-1%
O=C(COC(=O)c1cc(=O)[nH]c(=O)[nH]1)Nc1cccc(S(=O)(=O)N2CCCCC2)c1	2%	-4%	3%	/	9%	-2%	5%	-3%
CC1=C(C(=O)Nc2ccc(C)cn2)C(c2cnn(C)c2)C2=C(CCCC2=O)N1 (configuration not stated)	-1%	20%	4%	/	6%	?	2%	3%
CCOc1ccc(/C=C/C(=O)Nc2ccccc2C(F)(F)F)cc1	-10%	2%	-9%	23%[10 µM]	-17%	-2%	2%	-10%
CC(NCc1ccc(F)cc1)C(=O)NC1CCCCC1 (configuration not stated)	-20%	2%	-21%	-26%[10 µM]	32µM*	14%	8%	1%
